Compound activity: PubChem, several laboratories
Rac1 wt GTP bind – alters GTP binding to wildtype human Rac1; P63000; GST-Rac1 beads, fluorescent GTP binding, flow cytometry; actives lie on both sides; 0 = cold GTP competed, 100 = untreated; GTP binding activity (% of control), % at 10 µM; 190,000 tested, 0.27% active;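 active = GTP binding activity at least 20 points away from the 100% control level, either lower or higher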
Cdc42 wt – modulators (inhibitors or activators) of GTP binding to human Cdc42 wildtype | percent activity (GTP binding), % at 10 µM | 190,000 tested, 0.2% active | GST-Cdc42 beads, Bodipy-GTP binding, flow cytometry; actives lie on both sides | AID 761;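 active = percent activity GTP binding at least 20 points away from the 100% baseline, either down as inhibitor or up as activator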;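 note: median bead fluorescence of bound Bodipy-FL-GTP at 100 nM; 0% = excess unlabeled GTP control and 100% = no compound control; below 100% means less GTP binding so inhibitor and above means activator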
Target sequence (P60953 whole entry, looked up): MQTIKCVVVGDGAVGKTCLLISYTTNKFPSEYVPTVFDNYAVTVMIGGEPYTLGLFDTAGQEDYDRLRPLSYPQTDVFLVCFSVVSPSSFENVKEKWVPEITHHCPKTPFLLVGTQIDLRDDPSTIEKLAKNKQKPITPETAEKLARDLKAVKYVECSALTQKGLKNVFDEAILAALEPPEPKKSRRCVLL
Pf gametocyte – inhibitors of late stage P. falciparum gametocyte viability; P. falciparum stage V gametocytes, ATP luminescence, 24 h; 150,000 tested, 0.065% active; inhibition, % at 10.9 µM;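 active = inhibition above the mean plus 3 SD of compounds within the control limits, set per campaign, cut at about 38% in these data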;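 note: 0% = DMSO wells and 100% = medium only without gametocytes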
GSH bead fluor – GSH bead compound fluorescence profile; fluorescence (KMESF) at 10 µM; GSH beads flow cytometry, compound fluorescence 488/530 nm; stronger effect = higher value; 190,000 tested, 0.25% active; in the data active = fluorescence above about 89;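 note: glutathione beads carrying GST-tagged Bcl family fusion proteins plus one bare bead set; values are compound well signal with DMSO vehicle wells as background; inactives centre near 16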
ABCB1 block – blocks JC-1 efflux by human ABCB1 transporter; AID 1326; inhibition, % at 6.6 µM; CCRF-Adr cells, flow cytometry; P08183; 190,000 tested, 0.067% active; in the data active = inhibition above about 40%;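 note: 0% = vehicle and 100% = reference inhibitor; higher value means more JC-1 retained so stronger ABCB1 efflux block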
Rab7 wt modul – dog Rab7 wildtype GTP binding, inhibitors and activators; GST-Rab7 beads, fluorescent GTP binding, flow cytometry; actives lie on both sides; untreated = 100%, excess cold GTP = 0%; GTP binding activity (percent of control), % at 10 µM; 190,000 tested, 0.055% active; AID 758;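 active = fluorescent GTP binding to Rab7 beads changed by at least 20 points from the 100% baseline, either direction, mostly lower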;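 note: median green fluorescence of bound Bodipy-FL-GTP per Rab7 bead population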
Rac1 mut GTP – modulators of GTP binding to human Rac1 activated mutant; GST-Rac1 activated beads, fluorescent GTP binding, flow cytometry; actives lie on both sides; 100% means binding = to untreated wells; percent activity (GTP binding), % at 10 µM; AID 764; 190,000 tested, 0.11% active;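 active = GTP binding at least 20 percentage points away from the 100% baseline, in either direction, so actives lie on both sides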
Rab2A wt mod – changes GTP binding to wildtype dog Rab2A, up or down | P61105 | GST-Rab2 wt beads, Bodipy-GTP binding, flow cytometry | GTP binding activity, % at 10 µM | 190,000 tested, 0.19% active;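 active = GTP binding activity at least 20 points away from 100%, either lowered or raised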;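 note: 0% = beads with excess unlabeled GTP and 100% = no-compound control corrected for plate trend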
HRas wt GTP – modulators of GTP binding to human HRas wildtype; 190,000 tested, 0.14% active; GTP binding activity, % at 10 µM; P01112; GST-Ras wt beads, Bodipy-FL-GTP binding, flow cytometry; actives lie on both sides;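 active = GTP binding activity at least 20% away from the 100% baseline, either lowered as inhibitor or raised as activator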;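 note: 0% = unlabeled GTP competition control and 100% = no-compound control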
Avidin fluor – avidin bead compound fluorescence profile; fluorescence (KMESF) at 10 µM; Avidin beads, compound fluorescence 488/530 nm, flow cytometry; stronger effect = higher value; 220,000 tested, 0.38% active; in the data active = fluorescence above about 47; note: inactives centre near 10
ABCG2 block – inhibitors of human ABCG2 transporter, ABCB1 counter-screen. AID 1325. IgMXP3 cells, JC-1 efflux, flow cytometry. 190,000 tested, 0.1% active. Q9UNQ0. inhibition, % at 6.6 µM;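 active = inhibition above 80%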;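 note: 0% = DMSO and 100% = nicardipine control wells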
Target sequence (Q9UNQ0 whole entry, looked up): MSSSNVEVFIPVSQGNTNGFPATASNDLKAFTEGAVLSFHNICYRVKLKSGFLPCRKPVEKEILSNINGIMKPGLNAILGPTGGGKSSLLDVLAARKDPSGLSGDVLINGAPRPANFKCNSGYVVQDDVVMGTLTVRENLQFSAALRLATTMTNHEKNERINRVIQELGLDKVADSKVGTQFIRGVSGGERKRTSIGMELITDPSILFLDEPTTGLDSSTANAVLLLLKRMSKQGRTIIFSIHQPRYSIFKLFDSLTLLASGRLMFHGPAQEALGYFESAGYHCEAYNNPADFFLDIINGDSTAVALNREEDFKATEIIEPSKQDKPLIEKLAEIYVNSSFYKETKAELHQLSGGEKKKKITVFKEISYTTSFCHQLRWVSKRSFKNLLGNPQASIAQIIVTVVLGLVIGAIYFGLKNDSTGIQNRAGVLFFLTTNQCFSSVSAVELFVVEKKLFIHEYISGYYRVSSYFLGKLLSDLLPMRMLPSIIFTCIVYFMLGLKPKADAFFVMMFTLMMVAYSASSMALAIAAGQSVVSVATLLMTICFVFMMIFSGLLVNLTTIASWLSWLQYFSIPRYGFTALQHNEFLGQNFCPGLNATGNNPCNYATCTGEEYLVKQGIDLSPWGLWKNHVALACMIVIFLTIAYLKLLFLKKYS
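Read-out basis: Efflux inhibition in percent versus controls | Test system: ABCG2 IgMXP3 and barcoded ABCB1 CCRF-Adr cell mix | Quantity: 3 million cells/mL in well | Schedule: 10 min at 25 °C | Control set: Nicardipine as high control, DMSO as low control | Reagent: JC-1 as fluorescent efflux pump substrate | Signal: Flow cytometry of retained JC-1 fluorescence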
Starred values were filed as active, the others as inactive; . = not tested or not shown.

compound	Rab2A wt mod	Avidin fluor	ABCG2 block	ABCB1 block	Pf gametocyte	Cdc42 wt	HRas wt GTP	GSH bead fluor	Rab7 wt modul	Rac1 mut GTP	Rac1 wt GTP bind
Cn1c(=O)cc(OCC(=O)NCCCN2CCN(c3ccccc3F)CC2)c2ccccc21	100	7	0	0.3	-14	101	100	55	100	99	101
COc1ccc(-n2nc(C(=O)NCC(=O)N3CCN(C)CC3)c3ccccc3c2=O)cc1OC	96	7	17	0.9	.	97	97	40	91	98	101
CCOC(=O)C1CCCN(C(=O)CN(c2ccc(OC)cc2)S(=O)(=O)c2c(C)noc2C)C1 (stereo not given)	103	11	5	1.5	.	105	103	23	103	100	107
CCc1ccccc1N(CC(=O)N1CCN(c2ccccc2F)CC1)S(C)(=O)=O	95	32	1	0.8	-11	97	98	13	91	95	97
N/C(=N\OC(=O)c1ccc2ccccc2c1)c1ccncc1	96	12	5	0.1	-29	96	97	10	101	96	95
COc1ccc(C(=O)COC(=O)C2CCCN2C(=O)C23CC4CC(CC(C4)C2)C3)cc1 (stereo not given)	100	16	-4	0.6	0	97	100	9	96	98	99
CCc1nnc(NC(=O)c2ccc(-c3ccccc3F)o2)s1	98	23	2	0.5	.	96	98	10	104	96	101
Cc1ccc(NC(=O)c2oc3ccccc3c2C)c([N+](=O)[O-])c1	101	8	23	-1.4	17	98	101	14	103	97	99
NCC(c1ccccc1)c1c[nH]c2ccccc12 (stereo not given)	98	9	11	1.4	0	100	99	13	99	99	103
O=C(c1cnc2ccccn2c1=O)N1CCCc2ccccc21	104	7	2	0.7	.	104	102	37	99	99	104
COc1ccccc1N1CCN(/N=C/c2cccc(OC)c2OC)CC1	98	12	9	0.8	-14	94	100	11	104	96	100
O=C(NCc1ccccc1)C(c1cccnc1)N(Cc1ccco1)C(=O)c1ccccn1 (stereo not given)	96	8	1	0.3	.	101	99	6	94	97	101
Cc1ccc([N+](=O)[O-])c(OCCCN2CCCCCC2)c1	96	7	0	0.5	-7	96	94	17	94	96	99
CCOc1ccc2nc(SCC(=O)NC(=O)NCc3ccco3)[nH]c2c1	101	5	2	0.3	-5	105	104	5	100	102	106
Cc1ccccc1-n1ncc(C(C)NC(=O)c2ccco2)c1C (stereo not given)	101	2	2	1.8	.	98	99	9	106	96	100
CCOC(=O)N1CCN(C(=O)COc2cccc3c2CCN(Cc2ccccc2C)C3=O)CC1	97	10	24	2.3	9	100	97	10	97	97	100
COc1ccc(OCCOCCN2CCc3ccccc3C2)cc1	101	13	1	0.7	6	105	104	62	102	99	107
Cc1ccc2nc3c(cc(C#N)c(=N)n3Cc3cccnc3)c(=O)n2c1	99	11	2	0.4	.	97	98	14	104	96	97
CCOc1ccc(NC(=O)C/C(N)=N/O)cc1	104	7	0	0.3	.	104	103	47	105	101	102
CC(OC(=O)c1cccc(NS(C)(=O)=O)c1)C(=O)Nc1ccc(N2CCOCC2)cc1 (stereo not given)	97	10	-1	-0.5	.	98	99	21	94	95	97
COC(=O)CCC(=O)Nc1sc(Cc2ccccc2)c(C)c1C(N)=O	90	4	1	0.1	-15	94	95	13	95	90	94
C/C(Cc1ccccc1)=N\NC(=O)c1cccnc1	102	10	-1	-0.1	-24	100	100	8	97	100	104
Cc1ccc(NC(=O)c2sc(Cl)nc2C)c(C)c1	98	12	2	0.2	.	104	97	4	93	99	106
CC(=O)Nc1nonc1-c1nc2ccccc2n1Cc1ccccn1	102	11	2	0.1	.	104	104	10	102	100	106
CCOC(=O)C1CCN(C(=O)CSc2nccc(C)n2)CC1	94	10	7	0.5	-17	98	96	9	93	93	96
Cc1ccc2nc(SCC(=O)NCc3cccs3)[nH]c2c1	100	11	12	0.7	10	99	99	14	105	95	99
O=C(CCl)N1N=C(c2ccco2)CC1c1cccs1 (stereo not given)	100	5	0	-0.2	.	104	101	11	98	101	105
CC(=O)NS(=O)(=O)c1ccc(NC(=O)c2cc(-c3ccc(C)cc3)nc3ccccc23)cc1	95	22	7	-0.3	0	98	95	15	96	94	99
COC(=O)CSc1nnc(-c2cccnc2)n1-c1cc(OC)cc(OC)c1	95	8	4	1.4	.	95	97	30	95	93	93
O=C(NCCCO)c1nnc(Cc2c(F)cccc2Cl)o1	101	11	1	-0.1	-10	107	103	11	103	100	105
O=C(CSc1nccn1-c1ccc(Cl)cc1)Nc1ccc2c(c1)OCO2	96	33	4	0.6	8	97	98	15	95	95	97
O/N=C1/C2C3C(Br)C4C5CC(C1C53)C24 (stereo not given)	97	4	0	0.4	5	104	101	10	96	100	108
CC(=O)c1cnc2n(c1=O)CCS2	99	15	1	0.0	9	103	100	15	103	102	102
O=C(COc1ccccc1[N+](=O)[O-])c1ccccc1	99	8	8	1.5	.	96	96	10	96	93	91
Cc1cc2c(c(=O)n1C1CC1)C(c1cccc(Cl)c1)C(C#N)=C(N)O2 (stereo not given)	96	14	1	0.3	1	98	99	6	96	95	101
CCc1ccc(NC(=O)C(=O)c2cn(CC(=O)N3CCCCC3)c3ccccc23)cc1	98	15	4	0.6	4	102	101	20	102	100	108
CN(C)S(=O)(=O)c1ccc(Cl)c(NC(=O)COC(=O)[C@@H]2CCCN2C(=O)c2cccs2)c1	96	10	1	0.2	.	98	94	14	94	97	99
CCOC(=O)c1cc2cc(CC(=O)c3ccc(OCC)cc3O)ccc2o1	102	13	0	0.2	.	99	102	8	105	100	104
COc1cc(/C=N/N(C)C)ccc1OC(=O)c1ccco1	99	28	1	0.2	-15	98	100	25	101	96	99
Cc1ccccc1-c1nc(Cc2ccccc2)no1	99	7	0	0.0	3	104	102	10	101	101	110
COc1ccc(OCC(=O)Nc2nccs2)cc1	98	13	1	0.6	4	97	99	25	103	95	99
CN(C)S(=O)(=O)c1ccc(Cl)c(NC(=O)CN2CCC(Cc3ccccc3)CC2)c1	97	29	2	2.7	-12	96	99	60	103	91	98
NS(=O)(=O)c1ccc(Nc2ncccc2[N+](=O)[O-])cc1	98	7	2	0.3	.	101	99	4	93	99	98
O=C(NN=c1c(=O)c2ccccc2c1=O)c1ccccc1	102	33	1	0.0	8	101	100	15	103	101	103
CCNC(=S)N(Cc1cc2cc(C)c(C)cc2[nH]c1=O)C1CCCC1	96	11	1	0.3	-1	98	95	14	95	94	98
CCC(=O)Nc1cccc(NC(=O)c2ccc(C)c([N+](=O)[O-])c2)c1	98	12	9	1.2	.	104	102	24	100	98	104
CCC(=O)N(CCc1ccccc1)Cc1cc2cc3c(cc2[nH]c1=O)OCO3	104	15	5	1.2	.	104	104	16	102	101	102
Cc1ccc(N(CC(=O)NC2CCCCC2)C(=O)Cn2nnc(-c3ccc(C)o3)n2)cc1	96	21	3	1.9	3	96	94	11	96	94	97
COc1ccc(-c2oc3ccccc3c(=O)c2OC(C)=O)cc1	99	8	2	0.1	-52	96	97	17	101	97	99
N#CCSc1nc2ccccc2c(=O)n1CC1CCCC1	97	7	19	2.0	5	95	97	27	97	95	98
CC1(C)CC(C(CCN(Cc2ccccc2)C(=O)c2ccco2)c2ccc(F)cc2)CCO1 (stereo not given)	97	4	-2	3.8	8	97	98	9	95	99	99
Clc1ccccc1Nc1nc(-c2cccnc2)cs1	95	11	8	0.8	8	97	94	11	94	95	97
CCOC(=O)c1ccc(-n2c(=S)sc3c(=O)[nH]c(C)nc32)cc1	98	6	13	0.4	.	99	96	11	98	98	98
O=C(COC(=O)c1n[nH]c2ccccc12)NC(=O)NC1CCCCC1	102	14	3	0.2	.	102	102	23	97	100	102
Clc1cc(Cl)cc(Nc2ncn[nH]2)c1	94	36	2	0.1	2	100	98	15	96	94	96
O=C(CCNC(=O)c1ccco1)Nc1ccc(Cl)cc1	97	10	10	0.4	23	98	98	73	102	97	98
O=C1CC(N2CCC(c3nc4ccccc4o3)CC2)C(=O)N1c1ccc(Cl)c(C(F)(F)F)c1 (stereo not given)	98	11	19	1.3	.	100	97	33	96	97	104
O=c1c2ccccc2nc2n1C(CSc1ccc(F)cc1)CS2 (stereo not given)	97	11	8	1.7	5	99	99	11	101	93	98
